# Yeast life ext – compounds extending yeast replicative lifespan, primary screen, S. cerevisiae, OD615; AID 775, 2007; 130,000 tested, 0.68% active; inhibition of the nicotinamide effect, % at 10 µM; S. cerevisiae growth with nicotinamide; deaD strain in restrictive glucose medium;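 active = inhibition above a set limit, placed 3 SD over the median of all compounds, cut at about 26% in these data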;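 also: 0% = nicotinamide-treated wells and 100% = cells grown without nicotinamide; some compounds called inactive have numbers as strong as hits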
#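 Measured by: optical density (absorbance) at 615 nm; System: modified budding yeast, DeaD strain; Medium: restrictive CSMM-D dextrose medium; Timing: 4 h preincubation then 48 h treatment at 30 °C.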
# MRP1 act – H69AR viability gain despite doxorubicin, primary screen, MRP-1 activator project, H69AR cells, CellTiter-Glo | viability rescue | viability increase, % at 10 µM | 140,000 tested, 0.61% active | AID 799, 2007;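 active = viability gain under doxorubicin at or above a set limit, the compound median plus 3 SD, cut at about 4.7% in these data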;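 also: MRP-1 overexpressing cells given doxorubicin 25 µM after compound pretreatment; 18-22 h compound pretreatment then 72 h with doxorubicin before readout; 0% = doxorubicin-only wells and 100% = vehicle-treated cells without doxorubicin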
# GALR2 blocker – GALR2 antagonists in receptor-expressing cells, primary screen; Galanin receptor type 2 (Homo sapiens), O43603; antagonist mode; inhibition, % at 4 µM; 140,000 tested, 0.39% active; AID 828, 2007; in the data active = inhibition above about 27%;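 also: cells stimulated with galanin 1-16 at roughly its EC80; 0% = agonist challenge control and 100% = basal control without agonist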
# Target sequence (O43603 whole entry, looked up): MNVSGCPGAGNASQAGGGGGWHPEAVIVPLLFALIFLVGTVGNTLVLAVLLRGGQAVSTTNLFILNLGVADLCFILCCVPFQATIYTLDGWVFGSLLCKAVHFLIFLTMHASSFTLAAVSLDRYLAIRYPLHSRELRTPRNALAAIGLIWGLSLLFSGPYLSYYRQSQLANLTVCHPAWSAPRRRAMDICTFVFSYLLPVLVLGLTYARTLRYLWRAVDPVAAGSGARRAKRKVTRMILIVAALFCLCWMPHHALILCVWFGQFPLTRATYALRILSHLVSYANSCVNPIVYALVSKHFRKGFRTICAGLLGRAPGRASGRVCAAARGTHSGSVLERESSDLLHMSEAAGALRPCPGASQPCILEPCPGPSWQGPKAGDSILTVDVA
# PTEN del growth – growth suppression of PTEN-null HCT116, primary screen, cell-based, CellTiter-Glo; HCT116 PTEN-null viability, 60 h; stronger effect = lower value; viability, % at 10 µM; 140,000 tested, 1.2% active;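 active = viability at or below a set limit, 4 SD under the median of all tested compounds, cut at about 3.7% in these data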;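 also: PTEN knockout HCT116 line with beta catenin targeted HCT116 as companion control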
# E-sel TNF inh – E-selectin induction blockers in HUVEC – imaging, immunofluorescence, high content, primary screen. HUVEC TNFa-induced E-selectin immunofluorescence. 120,000 tested, 0.71% active. AID 1246, 2008. inhibition, % at 2 µM;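 active = inhibition above the batch mean plus 3 SD, and confirmed as a hit on visual image review, cut at about 43% in these data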;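 also: 0% = TNF-stimulated DMSO wells and 100% = unstimulated control wells; not every result past the cut was called active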
# HCT116 bCat-KO – primary screen for growth suppressors in beta-catenin knockout HCT116 cells (colon tumor, human) | AID 818, 2007 | HCT116 beta-catenin knockout viability, CellTiter-Glo, 60 h; stronger effect = lower value | 140,000 tested, 1.5% active | viability, % at 10 µM;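 active = viability at or under a set limit, the compound median less 4 SD, cut at about 6% in these data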;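 also: 0% = Hyamine 1622 control at 20 µM and 100% = untreated cell control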
# Yeast growth inh – growth inhibitors of yeast BB579 in restrictive medium, primary screen, yeast lifespan-shortening project, S. cerevisiae; OD615, 48 h; inhibition, % at 10 µM; 140,000 tested, 0.51% active; AID 804, 2007;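 active = inhibition above a set limit, 3 SD over the mean compound inhibition, cut at about 44% in these data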; also: inactives centre near -24
#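 Detection: OD615 turbidity measurement; Material: Saccharomyces cerevisiae DeaD strain BB579, replicative lifespan model yeast; Timing: 48 h exposure, 30 °C; Doses: single 10 µM dose; Medium: CSMM-D restrictive synthetic medium containing dextrose (glucose); Controls: amphotericin B at 10 µg/mL as positive control.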
# NPY Y2 blocker – NPY-Y2 receptor antagonists, primary screen, cell-based | 140,000 tested, 0.99% active | AID 793, 2007 | inhibition, % at 2.7 µM | Neuropeptide Y receptor type 2 (Homo sapiens), P49146 | NPY-Y2 expressing cells, antagonist mode; in the data active = inhibition above about 17%;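 also: 0% = vehicle with agonist challenge and 100% = reference antagonist with challenge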
# Target sequence (P49146 whole entry, looked up): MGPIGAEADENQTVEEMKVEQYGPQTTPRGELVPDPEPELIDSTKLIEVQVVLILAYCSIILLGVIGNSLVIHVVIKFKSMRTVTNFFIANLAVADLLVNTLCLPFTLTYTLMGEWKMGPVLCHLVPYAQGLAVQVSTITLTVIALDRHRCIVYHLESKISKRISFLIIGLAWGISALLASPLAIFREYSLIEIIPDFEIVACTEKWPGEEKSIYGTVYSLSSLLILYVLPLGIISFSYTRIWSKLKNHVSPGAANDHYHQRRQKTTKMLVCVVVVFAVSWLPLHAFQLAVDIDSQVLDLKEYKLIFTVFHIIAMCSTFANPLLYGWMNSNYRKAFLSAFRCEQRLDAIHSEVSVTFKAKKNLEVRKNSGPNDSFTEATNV
# Measles CPE – compounds protecting cells from measles virus cytopathic effect, primary screen, measles RdRp inhibitor project, single point, MLSMR library, absorbance | Measles virus-infected cells, CPE protection | protection (pct of control), % at 4 µM | 140,000 tested, 1.5% active | AID 841, 2007; in the data active = protection mostly above about 24%, no sharp cut-off; inactive = mostly below about 26%; also: some compounds called inactive have numbers as strong as hits
# Phagocyt inh – inhibitors of macrophage phagocytosis, primary screen, imaging, J774A.1 cells, IgG beads | J774A.1 macrophage IgG-bead phagocytosis | inhibition, % at 5 µM | 110,000 tested, 0.07% active | AID 1029, 2008;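 active = inhibition above the mean of the plate negative controls plus 5 SD, cut at about 13% in these data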;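 also: phagocytic index as fraction of beads internalized from green versus red external bead signal; plate controls were DMSO negative control for no effect and cytochalasin-D positive control for full effect; some results beyond the cut were filed as inactive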
# * = called active by the depositor; . = not tested or not shown.
SMILES,Yeast life ext,MRP1 act,GALR2 blocker,PTEN del growth,E-sel TNF inh,HCT116 bCat-KO,Yeast growth inh,NPY Y2 blocker,Measles CPE,Phagocyt inh
COc1cc(C)nc(Oc2ccc(OCCOc3ccc(C)cc3)nn2)n1,-18,-1.9,-3,94,-21,89,-18,6,4,0
CC1CCN(C(=O)C2CCN(C(=O)c3cc4sccc4n3Cc3ccc(F)cc3)CC2)CC1,8,-4.2,-4,42,.,48,-34,2,2,1
O=C(NCC(c1cccnc1)N1CCN(c2ccccc2F)CC1)c1cccc(Cl)c1 (centres undefined),-6,-0.5,-12,48,-12,32,-58,2,4,0
Cc1cccc(C)c1-n1c(C)cc(/C=C2\NC(=O)NC2=O)c1C,.,-2.7,8,47,-2,58,-39,4,15,.
CCOC(=O)c1sc(NC(=O)c2ccc(S(=O)(=O)N(C)C)cc2)cc1C,-9,-0.1,-11,99,24,87,-52,-3,4,4
Cc1nn(C)c(C(=O)N2CCc3ccccc32)c1Cl,.,0.3,9,94,9,83,-32,-1,7,.
CC(C)NC(=O)C(=O)NCCN1CCN(S(=O)(=O)c2ccc(Cl)cc2)CC1,-7,-1.6,-9,96,.,99,-15,-2,5,1
CCCc1cc(=O)oc2cc(OCC(=O)N3CCc4ccccc43)ccc12,-17,-3.0,-3,94,-1,89,-18,7,16,.
COC(=O)c1cc(Br)c(=O)n(Cc2ccncc2)c1,0,0.0,-9,100,64*,95,-30,1,25,-3
COCC(=O)N/N=C/c1ccc(Sc2nc3ccccc3s2)o1,-16,-2.4,-5,90,17,85,8,2,13,1
CC(=O)Nc1ccc(NC(=O)c2ccccc2N(C)S(C)(=O)=O)cc1,4,0.3,11,104,8,90,-45,2,16,-1
COc1ccc(NC(=O)c2ccc(OC(F)F)cc2)cc1Cl,-7,-1.1,6,73,.,81,-8,3,11,-6
C=CCn1c(SCc2csc(C)n2)nc2sc3c(c2c1=O)CCCCC3,-13,0.1,1,78,22,84,-39,5,14,1
O=C(c1ccccc1)N(CCN1CCOCC1)C1(C(=O)Nc2ccccc2)CCCCC1,-3,-0.5,8,99,22,89,-55,3,19,-1
O=C(NCc1ccccc1)c1cccc(NC(=O)c2ccco2)c1,-5,-2.6,13,90,-7,93,-15,3,4,1
FC(F)(F)c1nnc2c(Sc3ccccc3)nc3ccccc3n12,-8,-5.2,-3,10,23,7,-17,0,16,0
CC(=O)OCCNc1cc(SCc2ccco2)c2nonc2c1[N+](=O)[O-],4,-3.5,13,1.0*,.,1.1*,-45,-1,5,-3
CN(C(=O)CC(NC(=O)c1ccccc1)(c1ccccc1)c1ccccc1)c1ccccc1,10,2.6,-15,75,-28,75,-72,0,2,.
Cc1ccc(NC(=O)C(C)N2C(=O)C3CC=C(Cl)CC3C2=O)cc1 (centres undefined),-7,-1.2,-1,92,11,106,-16,4,6,-1
O=C(O)C1CC=CCC1C(=O)Nc1ccc(Oc2ccc(Cl)cc2)cc1 (centres undefined),-1,0.5,-3,88,.,77,-6,-2,8,-2
CCN(CC)S(=O)(=O)c1cccc(C(=O)Nc2cc(C)nn2-c2ccccc2)c1,-2,-3.0,4,82,43,85,-36,3,40,-5
CN1CCN(C(=O)Cn2c(C(F)(F)F)nc3ccccc32)CC1,-2,-0.4,16,94,17,88,-18,-2,4,0
CCOc1ccccc1-c1ccc(C(=O)NCc2ccccc2)o1,-3,-1.0,-2,86,-26,82,-3,2,3,.
COC(=O)c1nnn(-c2ccccc2)c1N,-6,-3.6,-2,97,6,81,-9,1,26,.
O=C(Nc1ccccc1)N1C2CCC1CC(O)(c1cccnc1)C2 (centres undefined),-17,-1.9,0,100,14,91,-9,3,3,-2
Cc1ccc2[nH]c(=O)c(C3=NN(C(=O)CCC(=O)O)C(c4cccs4)C3)c(-c3ccccc3)c2c1 (centres undefined),-2,2.8,-4,97,.,91,-17,-1,16,-4
Cc1nc2ccccc2cc1C(=O)N/N=C/c1ccc([N+](=O)[O-])cc1,-5,-2.3,7,97,10,98,9,0,5,-4
Cc1cc(C(=O)N/N=C/c2ccc(O)c([N+](=O)[O-])c2)n[nH]1,-2,1.9,-7,98,1,95,-16,1,8,0
COc1ccc(C2N(C(=O)c3ccccc3)CCN2C(=O)c2ccc(C)cc2)cc1 (centres undefined),-5,-0.2,4,103,6,95,-10,2,9,-1
Cc1c(NC(=O)C(C)Sc2ccccc2)c(=O)n(-c2ccccc2)n1C (centres undefined),0,-0.3,-24,103,14,97,17,0,15,-1
O=C(NCc1ccco1)c1ccccc1-c1ccc(C(F)(F)F)cc1,2,-2.6,-3,62,-3,68,-41,8,7,.
O=C(NCCCO)C(=O)NCCc1ccc(Cl)cc1,0,1.6,12,96,-7,105,-12,4,13,-2
CCC(=O)n1nc(-c2ccccc2)nc1NCc1ccccc1,-6,-0.2,-24,100,.,90,-31,10,2,0
CCOCC(=O)Nc1cc(C(=O)Nc2cccc(C)c2C)ccc1Cl,-13,-2.4,-4,80,-14,91,-9,-1,26,.
CC(OC(=O)Cc1coc2ccc3ccccc3c12)C(=O)Nc1ncc(Cl)cc1Cl (centres undefined),0,-1.4,-2,94,.,97,-1,9,7,-11
COc1cccc(C(=O)NC(=S)Nc2ccc([N+](=O)[O-])cc2C)c1,-1,-2.0,-4,81,.,86,-21,9,15,-9
O=C(NCc1cccs1)C1CCN(c2nc3ccccc3o2)CC1,2,-1.6,-2,88,.,94,8,1,22,-3
CCN(CC)CCNC(=O)c1ccc(NC(=O)c2ccc(Cl)c(S(=O)(=O)Nc3ccccc3OC)c2)cc1,-8,-5.1,0,82,-32,74,-17,3,11,.
O=C(COC(=O)C1(c2ccccc2)CC1)N1CCN(c2ccc(F)cc2)CC1,-10,-1.5,2,69,.,64,-50,2,3,-1
COc1ccc(C(NC(=O)c2cccc(F)c2)c2ccccc2)cc1 (centres undefined),6,-1.0,-3,97,-35,90,-9,0,5,-7
CC(C)(Cl)C1Cc2cc3ccc(=O)oc3cc2O1 (centres undefined),-19,2.6,-7,95,6,95,-25,1,2,.
N#CC1=C(Nc2ccccc2)SC=C(c2ccc(F)cc2)N=C1N1CCOCC1,-4,-3.6,-2,85,1,89,-28,5,8,-2
O=C(NCc1cn2ccsc2n1)Nc1cccc(Cl)c1,3,-0.5,8,104,-15,96,5,0,26,0
COc1ccccc1CC(=O)Nc1ccc(-c2noc(COc3cccc(C)c3C)n2)cc1,-5,-1.2,14,82,-9,75,-29,22*,2,.
Cc1oc2ccc(O)cc2c1C(=O)OC(C)C,.,-0.9,-3,104,7,103,-23,8,7,.
COC(=O)c1sc(NC(=O)CSc2nnc(Cn3nnc4ccccc43)n2C)nc1C,-3,-2.9,0,91,-13,93,-13,2,12,.
O=C(O)C1CCCCC1C(=O)Nc1cnn(Cc2ccccc2)c1 (centres undefined),1,-0.6,3,108,-9,101,-43,1,5,.
CCCN(CCC)c1c([N+](=O)[O-])c(=O)oc2ccccc12,3,-1.6,8,89,.,98,1,0,3,.
CC(=O)c1cccc2c(O)c(C3=Nc4ccccc4C3=O)[nH]c12,.,-6.5,-1,35,-32,38,1,2,21,.
O=C(O)c1cccc(N/N=C/c2sc(N3CCOCC3)nc2-c2ccccc2)c1,-3,0.4,5,99,-5,98,-1,1,12,-7
# Additional entries follow:
SMILES,Yeast life ext,MRP1 act,GALR2 blocker,PTEN del growth,E-sel TNF inh,HCT116 bCat-KO,Yeast growth inh,NPY Y2 blocker,Measles CPE,Phagocyt inh
CO/N=C/NC(=O)c1c(OC)ccnc1Oc1ccc(F)cc1,-11,-1.9,2,90,31,105,-11,2,29,0
O=C(CN1C(=O)/C(=C\c2ccc(C(F)(F)F)cc2)Sc2ccccc21)NCc1ccco1,-3,-3.4,6,72,15,62,-39,4,3,.
CC1(C)CC(=O)C2=C(C1)Nc1[nH]n(-c3ccccc3)c(=O)c1C2c1ccc2c(c1)OCO2 (centres undefined),-19,-1.8,4,88,-7,93,-24,-1,6,-1
CCOC(=O)c1ccc(Cn2cnc3ccccc3c2=O)cc1,-2,0.9,-5,100,9,102,-31,0,12,0
Cc1nc2cc(-c3cccc(F)c3)nn2c(N2CCN(C(=O)c3ccco3)CC2)c1C,-21,-3.7,10,63,-13,77,-30,1,18,-1
NS(=O)(=O)c1ccc(CCNC(=S)Nc2ccc(S(N)(=O)=O)cc2)cc1,2,-1.2,6,97,.,96,-40,3,7,-4
COc1cc(NS(=O)(=O)c2ccc(NC(=O)COc3ccccc3C)cc2)nc(OC)n1,-15,-0.3,-8,103,-8,105,-33,2,16,0
FC(F)(F)c1cc(-c2ccc(Cl)cc2)nc(NCc2cccnc2)n1,-5,-1.1,7,59,-10,65,-10,1,3,0
CN(C)S(=O)(=O)c1ccc(N2CCCC2)c(C(=O)Nc2ccc(N3CCOCC3)cc2)c1,-2,-2.1,-7,101,8,97,-19,-1,3,0
N#Cc1cccnc1Nc1cccc(Cl)c1,-6,-0.2,10,99,.,93,-8,1,18,-6
O=C(Nc1ccc2oc(-c3cccnc3)nc2c1)c1ccco1,12,-2.6,2,89,7,91,-32,1,10,.
O=C(NCCCn1ccnc1)C(=O)NCC1OCCN1S(=O)(=O)c1ccc(Cl)cc1 (centres undefined),2,-0.1,5,99,11,99,-20,3,15,.
CCOc1ccc(NC(=O)COc2ccc(C(=O)NCCc3ccccc3)cc2)cc1,2,-1.8,-13,97,31,89,-11,0,12,-9
Cn1ccnc1SC(=O)N1c2ccccc2Sc2ccccc21,-5,-4.0,-4,83,-2,96,-25,6,3,-4
CCCC1(C(=O)OCC)NC(c2ccc(OC)cc2OC)C2C(=O)N(c3ccc4c(c3)OCCO4)C(=O)C21 (centres undefined),.,-1.0,11,80,-5,83,-29,2,7,.
CCCCn1c(SCC(=O)N2CCC(C(=O)OCC)CC2)nc2cc(S(N)(=O)=O)ccc21,-7,-3.8,-9,97,31,91,-36,1,2,.
OC(COc1c(Cl)cc(Cl)cc1Cl)CN1CCCCC1 (centres undefined),4,-3.2,1,92,7,81,-15,3,10,0
C/C(=N\Nc1ccc(C(=O)O)cc1)c1nc2ccccc2n1C,-4,-0.2,-5,83,.,85,-17,-1,6,.

# Two compounds from above, reduced to Yeast life ext:
compound | Yeast life ext
CCOc1ccc(NC(=O)COc2ccc(C(=O)NCCc3ccccc3)cc2)cc1 | 2
OC(COc1c(Cl)cc(Cl)cc1Cl)CN1CCCCC1 (centres undefined) | 4
